MITF inh: MITF inhibitors, primary screen, biochemical, AlphaScreen, human; Microphthalmia-associated transcription factor (Homo sapiens), O75030; 650,000 tested, 0.91% active; AID 1259374, 2018; AlphaScreen MITF homodimerization, bead proximity signal; inhibition, % at 2.6 µM; in the data active = inhibition above about 50%;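 note: 0% = vehicle wells with protein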
TEAD-YAP block: TEAD-YAP interaction inhibition, primary screen, TEAD-YAP interaction inhibitor project, luminescence, HEK-TIYL cells | TEAD-Gal4/YAP UAS-luciferase luminescence | inhibition, % at 9.12 µM | 640,000 tested, 1.4% active; in the data active = inhibition above about 32%;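 note: 0% = median of test compound wells and 100% = reference inhibitor wells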
GPR151 ag: activators of human GPR151, primary screen, cell-based, PathHunter beta-arrestin, luminescence; PathHunter beta-arrestin GPR151 cells; 650,000 tested, 1% active; activation, % at 11.2 µM; G-protein coupled receptor 151 (Homo sapiens), Q8TDV0; in the data active = activation above about 4.9%;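 note: 0% = median of compound wells and 100% = cells with positive control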
Target sequence (Q8TDV0 whole entry, looked up): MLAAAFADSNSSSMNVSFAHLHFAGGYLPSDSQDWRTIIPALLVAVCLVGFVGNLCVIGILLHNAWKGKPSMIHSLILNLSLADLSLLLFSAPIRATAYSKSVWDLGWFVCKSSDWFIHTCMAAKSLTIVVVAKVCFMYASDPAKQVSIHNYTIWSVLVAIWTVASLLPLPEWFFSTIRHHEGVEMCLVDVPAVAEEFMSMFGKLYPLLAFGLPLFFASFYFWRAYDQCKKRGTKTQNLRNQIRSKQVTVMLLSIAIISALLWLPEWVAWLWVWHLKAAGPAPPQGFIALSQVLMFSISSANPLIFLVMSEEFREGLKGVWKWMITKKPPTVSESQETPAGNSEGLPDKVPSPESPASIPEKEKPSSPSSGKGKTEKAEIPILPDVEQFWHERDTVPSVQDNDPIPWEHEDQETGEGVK
FBW7 act: FBW7 E3 ligase activators, primary screen, biochemical, AlphaScreen, human; F-box/WD repeat-containing protein 7 (Homo sapiens), Q969H0; normalized activity (activation), % at 26.1 µM; AlphaScreen FBW7–phospho-cyclin E peptide binding, activator screen; AID 1259310, 2017; 650,000 tested, 0.13% active; in the data active = normalized activity above about 1.9%;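 note: purified mutant Fbw7 with reduced substrate affinity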
Target sequence (Q969H0 whole entry, looked up): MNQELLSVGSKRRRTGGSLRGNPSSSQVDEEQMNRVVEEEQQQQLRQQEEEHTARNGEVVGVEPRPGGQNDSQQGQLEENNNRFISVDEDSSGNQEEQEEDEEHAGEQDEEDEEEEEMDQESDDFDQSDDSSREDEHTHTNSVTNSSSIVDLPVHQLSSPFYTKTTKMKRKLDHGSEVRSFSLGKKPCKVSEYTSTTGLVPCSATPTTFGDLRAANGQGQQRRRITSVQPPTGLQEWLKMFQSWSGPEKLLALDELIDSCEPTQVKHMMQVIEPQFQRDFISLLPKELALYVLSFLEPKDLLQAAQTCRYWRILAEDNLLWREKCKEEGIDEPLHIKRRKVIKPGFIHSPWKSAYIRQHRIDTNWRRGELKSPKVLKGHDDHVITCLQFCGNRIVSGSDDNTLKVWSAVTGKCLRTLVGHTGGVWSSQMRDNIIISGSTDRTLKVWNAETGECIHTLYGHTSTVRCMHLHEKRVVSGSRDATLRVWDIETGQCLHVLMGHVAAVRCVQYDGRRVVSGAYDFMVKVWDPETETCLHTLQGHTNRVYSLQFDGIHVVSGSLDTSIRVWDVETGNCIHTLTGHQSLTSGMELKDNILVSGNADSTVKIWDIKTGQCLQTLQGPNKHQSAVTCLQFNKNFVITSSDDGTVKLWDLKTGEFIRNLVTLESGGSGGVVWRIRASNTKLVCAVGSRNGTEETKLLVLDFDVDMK
* marks the source's active call; other numbers are inactive results.

Results for CCOc1ccc(/C(O)=C2/C(=O)C(=O)N(Cc3cccnc3)C2c2ccc(C)cc2)cc1C (stereo not given) ?
MITF inh: -7; TEAD-YAP block: -5; GPR151 ag: 0.2; FBW7 act: 0.0

What do the screens show for `C/C(=N\NC(=O)c1ccccc1C)c1cccc([N+](=O)[O-])c1`?
MITF inh: 0; TEAD-YAP block: -23; GPR151 ag: 0.2; FBW7 act: 0.0

How did CCOC(=O)Cc1nnnn1C do in these assays?
MITF inh: 1; TEAD-YAP block: 3; GPR151 ag: 0.0; FBW7 act: -0.1

Results for CC1=C(C(=O)Nc2ccc(Cl)cc2)C(c2ccco2)C(C#N)=C(SCC(=O)Nc2ccc(Br)cc2)N1 (stereo not given) ?
MITF inh: 0; TEAD-YAP block: 1; GPR151 ag: 1.9; FBW7 act: -0.1

What do the screens show for `C=CCN(c1ccccc1C(=O)O)S(=O)(=O)/C=C\c1ccccc1`?
MITF inh: -4; TEAD-YAP block: -3; GPR151 ag: -0.1; FBW7 act: -0.2

What do the screens show for `COc1ccc2c(C)cc(SCC(=O)Nc3cc(C(N)=O)cc(C(N)=O)c3)nc2c1`?
MITF inh: 13; TEAD-YAP block: -3; GPR151 ag: 1.5; FBW7 act: 0.1

Results for C=CCc1cccc(C=Nc2ccc3c(c2)nc(CO)n3C)c1O ?
MITF inh: 12; TEAD-YAP block: 4; GPR151 ag: 2.4; FBW7 act: 0.0

Results for O=C(c1cccc([N+](=O)[O-])c1)c1ccc2c(c1)C(=O)N(c1ccccc1O)C2=O ?
MITF inh: -2; TEAD-YAP block: 2; GPR151 ag: -0.2; FBW7 act: -0.3

What do the screens show for `Cc1noc(/C=C/N(C)C)c1S(=O)(=O)Nc1c(C)n(C)n(-c2ccccc2)c1=O`?
MITF inh: 10; TEAD-YAP block: 2; GPR151 ag: 0.9; FBW7 act: 0.2

What do the screens show for `COc1cc(/C=C2/C(=N)N3N=C(C(F)(F)F)SC3=NC2=O)ccc1OC(C)c1ccccc1` (stereo not given)?
MITF inh: 14; TEAD-YAP block: -8; GPR151 ag: 0.0; FBW7 act: -0.1

How did CC(=O)c1cccc(-c2nc(C(=O)Nc3ccccc3)cs2)c1 do in these assays?
MITF inh: 12; TEAD-YAP block: -11; GPR151 ag: -3.4; FBW7 act: 0.2

How did O=C(NC1CCCC1)C(c1cccnc1)N(C(=O)c1csnn1)c1ccc(F)cc1 (stereo not given) do in these assays?
MITF inh: -8; TEAD-YAP block: -2; GPR151 ag: 0.4; FBW7 act: 0.2

A run of entries from further up, for reference:
Results for CCOc1ccc(/C(O)=C2/C(=O)C(=O)N(Cc3cccnc3)C2c2ccc(C)cc2)cc1C (stereo not given) ?
MITF inh: -7; TEAD-YAP block: -5; GPR151 ag: 0.2; FBW7 act: 0.0

What do the screens show for `C/C(=N\NC(=O)c1ccccc1C)c1cccc([N+](=O)[O-])c1`?
MITF inh: 0; TEAD-YAP block: -23; GPR151 ag: 0.2; FBW7 act: 0.0

How did CCOC(=O)Cc1nnnn1C do in these assays?
MITF inh: 1; TEAD-YAP block: 3; GPR151 ag: 0.0; FBW7 act: -0.1

Results for CC1=C(C(=O)Nc2ccc(Cl)cc2)C(c2ccco2)C(C#N)=C(SCC(=O)Nc2ccc(Br)cc2)N1 (stereo not given) ?
MITF inh: 0; TEAD-YAP block: 1; GPR151 ag: 1.9; FBW7 act: -0.1

What do the screens show for `C=CCN(c1ccccc1C(=O)O)S(=O)(=O)/C=C\c1ccccc1`?
MITF inh: -4; TEAD-YAP block: -3; GPR151 ag: -0.1; FBW7 act: -0.2

The results go on:
Results for O=C(/C=C/c1ccc2c(c1)OCO2)Nc1ccccc1I ?
MITF inh: -21; TEAD-YAP block: -41; GPR151 ag: -0.7; FBW7 act: 0.2

How did C=CCc1cccc(Cl)c1OCCCN1CCOCC1 do in these assays?
MITF inh: 10; TEAD-YAP block: 14; GPR151 ag: 1.1; FBW7 act: 0.1

How did Cc1ccc(NC(=O)CN2C(=O)S/C(=C\c3ccccc3C)C2=O)cc1 do in these assays?
MITF inh: 9; TEAD-YAP block: 8; GPR151 ag: -0.4; FBW7 act: 0.2

What do the screens show for `CCCCCSc1ncnc2c1c(-c1ccccc1)cn2-c1cccc(F)c1`?
MITF inh: 5; TEAD-YAP block: -4; GPR151 ag: 0.5; FBW7 act: 0.0

How did O=S(=O)(c1ccc(-n2cnnn2)cc1)N1CCN(c2ncccn2)CC1 do in these assays?
MITF inh: 8; TEAD-YAP block: 4; GPR151 ag: 2.1; FBW7 act: 0.1

Results for CC(C)n1c(-c2ccncc2)n[nH]c1=S ?
MITF inh: 4; TEAD-YAP block: 2; GPR151 ag: -1.0; FBW7 act: -0.2

How did COC(=O)c1sc(N2C(=O)C(O)=C(C(=O)c3ccc(C)o3)C2c2ccco2)nc1C (stereo not given) do in these assays?
MITF inh: 13; TEAD-YAP block: 2; GPR151 ag: 0.4; FBW7 act: -0.2

How did O=C(CN1C(=O)NC2(CCN(Cc3ccccc3)CC2)C1=O)Nc1ccc(F)cc1 do in these assays?
MITF inh: 1; TEAD-YAP block: 3; GPR151 ag: 0.3; FBW7 act: -0.2

Results for O=C1Nc2ccccc2OC1CC(=O)N1CCOCC1 (stereo not given) ?
MITF inh: 7; TEAD-YAP block: 21; GPR151 ag: -2.1; FBW7 act: 0.6

What do the screens show for `O=C1CCC(=O)N1OCC(=O)N(c1ccccc1)c1ccccc1`?
MITF inh: 17; TEAD-YAP block: 4; GPR151 ag: 0.0; FBW7 act: -0.1

Results for O=C(c1ccc(F)cc1)C1CCN(C(=O)c2ccc(F)cc2)CC1 ?
MITF inh: 5; TEAD-YAP block: -8; GPR151 ag: 0.8; FBW7 act: 1.0

Results for O=C(Nc1ccc2oc(-c3ccc(Cl)cc3)nc2c1)c1cc([N+](=O)[O-])ccc1Cl ?
MITF inh: 6; TEAD-YAP block: -23; GPR151 ag: 0.4; FBW7 act: -0.1

What do the screens show for `O=C(c1cccs1)c1cn(-c2ccccc2)nc1-c1ccccc1`?
MITF inh: -3; TEAD-YAP block: -1; GPR151 ag: -0.2; FBW7 act: 0.0

What do the screens show for `COc1ccc2c(c1)c(Cc1c(O)n(C)c(=O)n(C)c1=O)cn2C(=O)c1cccs1`?
MITF inh: -9; TEAD-YAP block: -7; GPR151 ag: -0.6; FBW7 act: 0.0

What do the screens show for `S=C(Nc1ccccc1)N1CCOCC1`?
MITF inh: 3; TEAD-YAP block: 5; GPR151 ag: -1.2; FBW7 act: -0.1

What do the screens show for `Nc1nc2ccc(S(=O)(=O)O)cc2s1`?
MITF inh: 4; TEAD-YAP block: -7; GPR151 ag: 0.6; FBW7 act: 0.0

Results for CCC(C)C(NC(=O)C1CCC(C)CC1)C(=O)NCCCN1CCN(CC)CC1 (stereo not given) ?
MITF inh: -9; TEAD-YAP block: 0; GPR151 ag: -0.7; FBW7 act: 0.0

How did CCOc1ccc(C(=O)Nc2ccc3oc(-c4cccc5c(Br)cccc45)nc3c2)cc1[N+](=O)[O-] do in these assays?
MITF inh: 22; TEAD-YAP block: 16; GPR151 ag: -1.4; FBW7 act: 0.5

What do the screens show for `COc1ccc(OC)c(CN2CCN(C(=O)CCC3CCCC3)CC2)c1`?
MITF inh: 52*; TEAD-YAP block: -10; GPR151 ag: 1.7; FBW7 act: -0.1

Results for Cc1cc(C)nc(/N=C(/NC(=O)CN2C(=O)c3ccccc3C2=O)Nc2ccc(OCc3ccc(Cl)cc3)cc2)n1 ?
MITF inh: 14; TEAD-YAP block: 2; GPR151 ag: -0.4; FBW7 act: 0.1

Results for COc1cc(/C=C2/C(=N)N3N=C(C(F)(F)F)SC3=NC2=O)ccc1OCCOc1ccc(C)cc1C ?
MITF inh: 16; TEAD-YAP block: 8; GPR151 ag: -0.5; FBW7 act: 0.0

How did CC(O)CNC(=O)C(=O)NCCc1ccccc1 (stereo not given) do in these assays?
MITF inh: 9; TEAD-YAP block: -13; GPR151 ag: -0.6; FBW7 act: 0.0

Results for CCOC(=O)C1CCCN(c2c(NCCCN3CC(C)CC(C)C3)c(=O)c2=O)C1 (stereo not given) ?
MITF inh: 1; TEAD-YAP block: 3; GPR151 ag: 1.1; FBW7 act: 0.0

What do the screens show for `Cn1c(=O)n(Cc2ccc(Cl)cc2)c2cccnc21`?
MITF inh: 13; TEAD-YAP block: -3; GPR151 ag: -0.3; FBW7 act: 0.2

What do the screens show for `Cc1ccc(C2=CSC3=C(C(=O)c4ccc(S(=O)(=O)N(C)C)cc4)CCN23)cc1`?
MITF inh: 18; TEAD-YAP block: 10; GPR151 ag: -1.1; FBW7 act: 0.2

How did CC(=O)N(c1ccccc1)c1nc(C)cc(C)c1C#N do in these assays?
MITF inh: 8; TEAD-YAP block: 10; GPR151 ag: 0.1; FBW7 act: -0.1

How did COc1ccc(N2C(=O)c3ccc(C(=O)OCc4cccc([N+](=O)[O-])c4)cc3C2=O)cc1 do in these assays?
MITF inh: 7; TEAD-YAP block: -7; GPR151 ag: -0.2; FBW7 act: -0.1

What do the screens show for `Cc1cc(C(=O)N2CCC(=O)N(Cc3ccc4ccccc4c3)CC2)n[nH]1`?
MITF inh: -11; TEAD-YAP block: -14; GPR151 ag: -0.4; FBW7 act: 0.0

What do the screens show for `Cc1ccc(-c2c(C(=O)N3CCOCC3)oc(=O)c3ccccc23)cc1`?
MITF inh: 6; TEAD-YAP block: 3; GPR151 ag: -0.6; FBW7 act: -0.1

How did COCCNS(=O)(=O)c1ccc(SC)cc1 do in these assays?
MITF inh: 6; TEAD-YAP block: -2; GPR151 ag: -0.9; FBW7 act: 0.1

What do the screens show for `CC1CCCN(c2nc3ccccc3nc2C(C#N)C#N)C1` (stereo not given)?
MITF inh: 1; TEAD-YAP block: -13; GPR151 ag: 0.3; FBW7 act: 0.4

What do the screens show for `COC(=O)c1c(NC(=O)c2ccccc2F)sc(C(=O)N2CCOCC2)c1C`?
MITF inh: -1; TEAD-YAP block: -4; GPR151 ag: 0.6; FBW7 act: -0.1

How did CC1(C)Cc2c(sc3[nH]c(=S)n(Cc4ccccc4)c(=O)c23)CO1 do in these assays?
MITF inh: 6; TEAD-YAP block: 5; GPR151 ag: 0.6; FBW7 act: -0.1

How did CCOc1ncccc1C(=O)OCCCC(=O)c1ccc(Br)cc1 do in these assays?
MITF inh: -6; TEAD-YAP block: -8; GPR151 ag: -0.5; FBW7 act: 0.1

What do the screens show for `Cc1ccccc1OCCN1C(=O)NC(CC(C)C)C1=O` (stereo not given)?
MITF inh: -5; TEAD-YAP block: 0; GPR151 ag: 1.0; FBW7 act: -0.2

How did COc1ccccc1N1C(=O)C(Cl)=C(Nc2ccc(C)cc2C)C1=O do in these assays?
MITF inh: 1; TEAD-YAP block: -3; GPR151 ag: 0.8; FBW7 act: -0.2

Results for Cn1c(=O)[nH]c(=O)c2c1nc(N(CCO)CCO)n2CCCc1ccccc1 ?
MITF inh: 7; TEAD-YAP block: -4; GPR151 ag: -0.7; FBW7 act: -0.1

Results for CC(=O)c1c(C)oc2ccc(N(C(=O)c3ccncc3)S(=O)(=O)c3ccc(Cl)c([N+](=O)[O-])c3)cc12 ?
MITF inh: 14; TEAD-YAP block: -4; GPR151 ag: 1.8; FBW7 act: -0.1

Results for N#Cc1cc2c(nc1SCC(=O)N1c3ccccc3Sc3ccccc31)CCC2 ?
MITF inh: 4; TEAD-YAP block: 11; GPR151 ag: 0.8; FBW7 act: -0.2

What do the screens show for `O=c1[nH]c(N2CCCC2)nc2c1CCN(Cc1ccc3ccccc3n1)C2`?
MITF inh: 12; TEAD-YAP block: 5; GPR151 ag: -1.6; FBW7 act: 0.0

Results for O=C(/C=C/Nc1ccccc1Br)c1ccccn1 ?
MITF inh: 8; TEAD-YAP block: 92*; GPR151 ag: -6.6; FBW7 act: 0.1

Results for O=C(Nc1cccc(Cl)c1Cl)c1cc(S(=O)(=O)NC2CCCCCC2)ccc1F ?
MITF inh: 8; TEAD-YAP block: -3; GPR151 ag: 0.1; FBW7 act: 0.0

What do the screens show for `Nc1cccc2c1C(=O)N(Cc1nnc(-c3ccccc3Br)o1)C2=O`?
MITF inh: 10; TEAD-YAP block: -12; GPR151 ag: 1.0; FBW7 act: 0.3

Results for COc1ccc(C)cc1NC(=O)c1sc2ncn(CC(=O)N3CC(C)CC(C)C3)c(=O)c2c1C (stereo not given) ?
MITF inh: 9; TEAD-YAP block: 15; GPR151 ag: 1.3; FBW7 act: 0.1

What do the screens show for `CCN(CC)C(=O)c1c[nH]c2ccc(S(=O)(=O)Nc3ccc(F)cc3F)cc2c1=O`?
MITF inh: 11; TEAD-YAP block: -19; GPR151 ag: -1.5; FBW7 act: 0.2

How did COC(=O)CC(=O)c1c([N+](=O)[O-])cc(C(=O)OC)cc1[N+](=O)[O-] do in these assays?
MITF inh: 1; TEAD-YAP block: 5; GPR151 ag: -0.3; FBW7 act: -0.1

What do the screens show for `Nc1cccc(-c2cc(NCc3ccccc3)ncn2)c1`?
MITF inh: 27; TEAD-YAP block: -9; GPR151 ag: 0.8; FBW7 act: 0.0

How did Cc1cc(-c2cnc(C)nc2C2CCCN(CC(=O)Nc3nccs3)C2)on1 (stereo not given) do in these assays?
MITF inh: 6; TEAD-YAP block: 17; GPR151 ag: 2.6; FBW7 act: -0.1

How did CC(C)[C@@H]1NC(=O)[C@H]2CN(CC3CCCCC3)CCN2C1=O do in these assays?
MITF inh: -8; TEAD-YAP block: 10; GPR151 ag: 0.2; FBW7 act: -0.3

High-throughput results deposited in PubChem BioAssay by The Scripps Research Institute Molecular Screening Center.
